Pf apPOL inh = Pf-apPOL DNA polymerase inhibition; Recombinant Pf-apPOL, molecular beacon fluorescence, 1.5 h; inhibition, % at 10 µM; 0.25% of 210,000 active
mHTT CaM bind = inhibitors of human mutant huntingtin-calmodulin interaction; P42858; AlphaScreen His-mHTT/GST-CaM binding, luminescence; inhibition, % at 15 µM; 3.6% of 190,000 active; AID 1671202;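 note: 0% = both proteins with DMSO and 100% = one protein alone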
The depositor's hits bear a star; . = not tested or not shown; & = joins results of further samples. Cut-off read from the data, not from the text of the source: active = inhibition above about 50%; inactive = the rest.

Start of the data: the first 4 compounds, to show the layout:
Molecule | Pf apPOL inh | mHTT CaM bind
CCOC(=O)C[C@H]1c2ccccc2S(=O)(=O)N1c1cccc(OC)c1 | -8 | -2
CNS(=O)(=O)c1cc(-c2nnc(Nc3ccc(CC(N)=O)cc3)c3ccccc23)ccc1C | -2 | 7
O=C(CSc1cn(Cc2ccc(F)cc2)c2ccccc12)N1CCCCC1 | 3 | 31
Cc1cc(=O)[nH]c(-c2ccncc2)n1 | 1 | -6

This part in full, from the start:
Molecule | Pf apPOL inh | mHTT CaM bind
CCOC(=O)C[C@H]1c2ccccc2S(=O)(=O)N1c1cccc(OC)c1 | -8 | -2
CNS(=O)(=O)c1cc(-c2nnc(Nc3ccc(CC(N)=O)cc3)c3ccccc23)ccc1C | -2 | 7
O=C(CSc1cn(Cc2ccc(F)cc2)c2ccccc12)N1CCCCC1 | 3 | 31
Cc1cc(=O)[nH]c(-c2ccncc2)n1 | 1 | -6
CS(=O)(=O)N1CCC(C(=O)NCc2cc(-c3ccco3)on2)CC1 | -2 | -8
COc1ccc(NC(=O)c2cnn3c(C(F)(F)F)cc(-c4ccc(C)cc4)nc23)c(OC)c1 | -5 | 0
C=CCSc1nnc2c(n1)OC(c1cc(OC)c(OC)c(OC)c1)Nc1ccccc1-2 (stereo not drawn) | -3 | -5
COc1cc(-c2noc(C)n2)ccc1OCc1cccc(C)c1 | -4 | -48
COc1ccc2c(=O)c(-c3ccc(Br)cc3)c(C)oc2c1 | 4 | -3
Cc1nnc(NC(=O)c2csc(Nc3ncccn3)n2)s1 | -7 | -9
COc1ccc(-c2nsc(SCC(=O)N3CCCCCC3)n2)cc1 | -3 | -13
Cc1c(Cl)cccc1N1C(N)=C(C#N)C(c2ccsc2)C2=C1CCCC2=O (stereo not drawn) | -3 | 42
O=C(NCc1cc(F)cc(F)c1)C1CCN(c2cn[nH]c(=O)c2)CC1 | 1 | -5
CSC1=NCCN1C(=O)C12CC3CC(CC(C3)C1)C2 | 0&-4 | -6&4
O=C(c1cc(F)cc(F)c1)N1CCCN(c2cc(-c3ccccc3)[nH]n2)CC1 | -7 | 35
CCOC(=O)c1nn(-c2ccc(OC)cc2)c(=O)c2c(N)scc12 | 12&15 | .
Cc1ccc(S(=O)(=O)N2CCN(S(C)(=O)=O)C2C)cc1 (stereo not drawn) | -7 | 0&0
COc1cccc(CNC(=O)C2(C)CCCN(C(=O)Nc3ccccc3C)C2)c1 (stereo not drawn) | -2 | -3
CCC(=O)N1CCc2cc(N3CC(C(=O)Nc4ccccc4)CC3=O)ccc21 (stereo not drawn) | -2 | -5
CC1CCCC(NC(=O)Cn2cnc3scc(-c4ccccc4)c3c2=O)C1C (stereo not drawn) | -19 | 8
Cc1nn(C(=O)c2c(Cl)cccc2Cl)c(C)c1Cc1c(F)cccc1Cl | -3&-34 | .
CCCCNC(=O)CSc1nc2n[nH]c(C)c2c(=N)n1-c1cccc(Cl)c1C | 1 | 9
COc1ccc(NC(=O)c2cc3c(CO)cnc(C)c3oc2=O)cc1Cl | -1 | 4
CCOc1ccc(N2CC(C(=O)Nc3ccccc3F)CC2=O)cc1 (stereo not drawn) | -3 | -2
Cc1ccc(NC(=O)Nc2nnc(SCCOc3ccccc3)s2)cc1 | 0 | -2

The final 2 entries of the part above are carried over, then new ones follow.
Molecule | Pf apPOL inh | mHTT CaM bind
CCOc1ccc(N2CC(C(=O)Nc3ccccc3F)CC2=O)cc1 (stereo not drawn) | -3 | -2
Cc1ccc(NC(=O)Nc2nnc(SCCOc3ccccc3)s2)cc1 | 0 | -2
CCCCSC1CC(=O)N(c2ccc(N3C(=O)CC(SCCCC)C3=O)cc2)C1=O (stereo not drawn) | -3 | 15
CC(=O)Nc1ncc(S(=O)(=O)c2ccc([N+](=O)[O-])cc2)s1 | -2 | -2
COc1cccc(CNc2ncn[nH]2)c1OCc1ccccc1F | 3 | 7
CC(=O)Oc1cccc(C(=O)N2CCC(Cc3ccccc3)CC2)c1C | -5 | 11
Cc1cc(I)ccc1S(=O)(=O)NCc1cccnc1 | -1&1 | -2&-9
CNC(=S)NN=C1CCCCC1 | -5&-6 | .
CC(C)C(C(=O)O)N1C(=O)C(=Cc2ccco2)SC1=S (stereo not drawn) | 36 | 11
Cc1[nH]c(=O)c(C#N)cc1-c1csc(-c2ccccc2)n1 | 3 | .
COc1ccc(C2/C=C\CN(C(=O)NC(C)C)CC(=O)N2Cc2ccc(F)cc2)cc1 (stereo not drawn) | -5 | 11
O=S1(=O)[C@H]2C[C@@H]3C=C[C@]2(O3)C(O)[C@@H](Cc2ccccc2)N1Cc1cccc(F)c1 (stereo partly drawn) | 2 | 1
O=C(Nc1ccccc1Sc1c(Cl)cncc1Cl)c1ccc(Cl)cc1 | -4 | .
Cc1ccc2c(c1)c1c3n2CC(O)CN=C3CCC1 (stereo not drawn) | 5 | 0
CCOc1ccc(NC(=O)CSC(=NC#N)SCC(=O)Nc2ccc(OCC)cc2)cc1 | 2 | 0
O=C(CN1CCC(c2nc(-c3ccc(F)cc3)no2)CC1)NCc1ccco1 | -1 | 1
Cc1nc(C(=O)N2CCN(c3ccccn3)CC2)c(C)n1C1CCN(C)CC1 | 0 | 38
Cc1cc(Cl)ccc1N=C(N)N=C(N)N | -6 | .
Cc1cc(C)c(C)c(C2C(C#N)=C(N)SC(N)=C2C#N)c1C | 4 | 11
Cc1cccc(N2C(=O)c3cccnc3C2CC(=O)N2CCC(C)CC2)c1 (stereo not drawn) | -1 | -6
O=C1CC(c2ccc(Cl)cc2)CC2=C1C(c1cccnc1)Nc1ccccc1N2 (stereo not drawn) | -1 | -2
COc1cccc(-c2nnc(NC(=O)c3ccccc3Br)o2)c1 | -21 | 3
Clc1ccc(Nc2nc3nonc3n3cnnc23)cc1 | 5 | 1
Clc1cccc(N2CCN(Cc3cccnc3)CC2)c1 | 2 | 1
CC1CCC(C(C)C)C(OCC(O)C[N+]2(C)CCCCC2)C1 (stereo not drawn) | 14 | -7
O=C(NCc1c(F)cccc1F)C(=O)Nc1ccon1 | 2 | -5
O=[N+]([O-])c1cccc(Cl)c1N1CCN(S(=O)(=O)c2ccc(Br)cc2)CC1 | 5 | 24

Not a retest: entries from further up.
Molecule | Pf apPOL inh | mHTT CaM bind
O=C(NCc1c(F)cccc1F)C(=O)Nc1ccon1 | 2 | -5
O=[N+]([O-])c1cccc(Cl)c1N1CCN(S(=O)(=O)c2ccc(Br)cc2)CC1 | 5 | 24

The listing continues:
Molecule | Pf apPOL inh | mHTT CaM bind
CC(=O)N1CCC2(CC1)N=C(c1ccc(F)cc1)CC(c1cc(Cl)ccc1O)N2 (stereo not drawn) | -4 | 3
COc1ccc(CNC(=O)Nc2nnc(-c3ccccc3Cl)o2)cc1OC | -6 | 4
O=C(NCc1ccccn1)C1CCN(c2cc(N3CCCCC3)ncn2)CC1 | -4 | -1
OCC#CCSc1nc2ccccc2s1 | -8 | -8
CCCOc1ccc(N2C(=O)CC(NCCCc3ccccc3)C2=O)cc1 (stereo not drawn) | -4 | -6
CCN(CC)CCSc1nc2ccccc2n1Cc1ccccc1 | -5 | 6
O=C1C(=Nc2cccnc2)c2ccccc2N1CN1CCCCC1 | 1 | -2
COc1ccccc1NC(=O)COc1ccc(Br)cc1Cl | 1 | -3
COc1ccc(C2Cn3nnc(C(=O)NC4CCCCCCC4)c3CO2)cc1 (stereo not drawn) | -3 | -10
S=c1[nH]nc(-c2ccc(Cl)cc2)n1Cc1ccccc1 | -8 | .
O=C(CN1C(=O)c2ccccc2C1=O)Nc1ccc(O)cc1 | 8 | -5
O=C(O)C1CSC(c2ccc3c(c2)OCO3)N1 (stereo not drawn) | 1 | -7
C1=C(N2CCC(Cc3ccccc3)CC2)Cc2ccccc21 | 1 | .
Cc1ccccc1C(=O)N1CCC(c2cc(N)on2)CC1 | -1 | -4
CCOCCCNC(=O)C1CC(=O)N(CCc2c[nH]c3ccc(C)cc23)C1 (stereo not drawn) | 1 | 2
O=S(=O)(c1ccc(NCCC2=CCCCC2)nn1)C1CCCCC1 | -4 | 0
O=C(NCCN1CCOCC1)c1ccc(I)cc1 | 0 | -4
O=C(NCc1ccc2c(c1)OCO2)C(=O)Nc1ccc(Cl)cn1 | -5 | -1
N#CC(=Cc1c(F)cccc1Cl)S(=O)(=O)Cc1ccco1 | 0 | .
O=C(NCCc1cscn1)C1CCN(C(=O)c2ccccc2)CC1 | -5 | -9
Cc1ccc(NS(=O)(=O)c2c[nH]c3ncccc23)cc1F | 1 | -7
Cc1ccc(N2CCN(S(=O)(=O)c3ccc(Br)cc3)CC2)cc1C | 0 | -3
O=C(CCCc1ccccc1)NCc1ccco1 | -9 | -2
CCN1CCCC1CNC(=O)c1sc2ncnc(N(C)c3ccccc3)c2c1C (stereo not drawn) | -3 | -2
Cn1c(=O)c2c(nc(N3CCOCC3)n2CC(=O)c2ccc(Br)cc2)n(C)c1=O | -1 | -2
COc1cc(/C=C2/C(=N)N3C(SC)=NSC3=NC2=O)ccc1OC(C)C | -12 | 2
CCn1cc(CNC(=O)c2c(-c3c(Cl)cccc3Cl)noc2C)c(C)n1 | 12 | -2
NC(=Nc1nc2ccccc2o1)NC(=O)c1ccccc1Br | -3 | 1
CCc1cc(C2CCCN2C(=O)Nc2ccc(Br)cc2)on1 (stereo not drawn) | -1 | -4
O=S1(=O)N[C@@H](Cc2ccccc2)COc2c(Cl)cccc21 | -3 | -4
CCC(C)NC(=O)C1CCCN(S(=O)(=O)N2CCC(C)CC2)C1 (stereo not drawn) | -15 | 3
CCOC(=O)COc1ccc2c(=O)c(Oc3ccccc3Br)c(C)oc2c1 | -4 | -5
CCOC(=O)c1cc(CC)sc1NC(=S)Nc1ccccc1C(F)(F)F | -1 | .
Cc1cc2c(cc1C)NC(c1ccc([N+](=O)[O-])cc1)C1=C(CC(C)(C)CC1=O)N2 (stereo not drawn) | 2 | 35
CC1=C(C)CC(C(=O)Nc2ccc(C)c(C)c2)C(C(=O)O)C1 (stereo not drawn) | -15 | -3
COc1ccccc1OCC(=O)N1CCN(c2ccccc2OC)CC1 | 0 | 1
COc1ccc(S(=O)(=O)CCC(=O)Nc2ccc(Br)cc2F)cc1 | -6 | -10
CCOC(=O)c1ccc(NC(=O)c2cccnc2)cc1 | 2 | -6
CC1(C)CC(N2C(=O)OC3(CCCCC3)C2(C)O)CC(C)(C)N1 (stereo not drawn) | . | -5
CCOc1ccc(C(=O)NCCC2CCN(C(=O)c3ccccc3)CC2)cc1 | 2 | 37
O=C1S/C(=C\c2ccccc2)C(=O)N1CNc1cccc([N+](=O)[O-])c1 | 0 | 24
CC1=C(C(=O)Nc2ccccc2)C(c2cccnc2)n2nc(SCc3ccccc3F)nc2N1 (stereo not drawn) | 4 | 1
O=C(NCCCc1ccccc1)c1ccc(I)cc1 | 4 | -8
CCS(=O)(=O)N1CCC(C(=O)NC2CCCC(C)C2C)CC1 (stereo not drawn) | -16 | -10
O=C(CN1CCCCC1)Nc1ccccc1NC(=O)CN1CCCCC1 | 0 | -1
O=C(SCc1c(Cl)cccc1Cl)c1ccc([N+](=O)[O-])o1 | -7 | .
COc1ccc2c(c1)C=C(C(=O)Nc1ccc3ccc(=O)oc3c1)C=CO2 | 0 | -3
CCCCN(CC)S(=O)(=O)c1ccc(F)c(C(=O)Nc2ccccc2OCC)c1 | 37 | -17
Cc1ccc(NC(=O)Cn2nc(N(C)C)c3ccccc3c2=O)cc1Cl | -1 | 80*
COc1ccc(N2CCCS2(=O)=O)cc1NC(=O)C(=O)NCc1ccc2c(c1)OCO2 | -4 | 16

Next section
Molecule | Pf apPOL inh | mHTT CaM bind
CCOC(=O)c1sc(NC(=O)CCCS(=O)(=O)Cc2ccccc2)nc1C | -6 | 4
CCOC(=O)c1oc2ccccc2c1NC(=O)Cc1ccc(F)cc1 | -4 | -19
Cc1n[nH]c(=O)c(N)c1[N+](=O)[O-] | 5 | -5
CCN1CCN(Cc2c(O)ccc3c2OC(=Cc2ccc4c(c2)OCO4)C3=O)CC1 | -4 | 6
N#Cc1ccccc1COc1ccc2c(c1)C(=O)CC2 | -5 | -10
COCCN1CCC(N2CCCN(C(=O)c3ccc(F)cc3Cl)CC2)C1=O (stereo not drawn) | -1 | 4
CC(=O)Oc1ccc2c(C)c(-c3ccccc3)c(=O)oc2c1 | -4 | -4
Cc1cccc(NC(=O)Cn2c(N3CCCC3)nc(C)cc2=O)c1 | 1 | 3
CCCNC(=O)C1CCN(c2nnc3ccc(C(F)(F)F)cn23)CC1 | -2 | 0
O=C(CN1C(=O)/C(=C/c2ccccc2F)Sc2ccccc21)N1CCOCC1 | 2 | 18
COc1ccc(N2C(N)=C(C#N)C(c3ccc4c(c3)OCO4)C3=C2CC(C)(C)CC3=O)c(OC)c1 (stereo not drawn) | -4 | 21
CCCCCCCC(=O)NN1C(=O)C(=Cc2ccc(O)c(OC)c2)SC1=S | -66 | 88*
COc1ccc(C2(C(=O)Nc3ccccc3[N+](=O)[O-])CCCC2)cc1OC | -14 | 15
Cc1ccccc1CSCC(=O)Nc1ccc(F)cc1F | -1 | -22
O=C(CSc1ncnc2ccccc12)Nc1ccc(F)cc1F | -4 | -19
C[C@H]1[C@@H](NC(=O)c2cccc(N(C)C)c2)CC[C@@]23CCCN2C(=O)CCC[C@@H]13 | -6 | -8
Cc1nn(-c2ccccc2)c(Cl)c1C(=O)Nc1cccc(Cl)c1 | 1 | -43
Cc1cc(F)ccc1NC(=O)c1cc2c(=O)n(CC(C)C)ccc2n1C | -1 | -2
COc1cccc2c1Oc1[nH]c(-c3ccc(OC)c(OC)c3OC)nc(=S)c1C2 | 0 | 8
CC(=O)c1ccc(NC(=O)c2ccn(C)n2)cc1 | -3 | 2
Cc1ccc(-c2csc3c(=O)n(CC(=O)Nc4cccc(C)c4)cnc23)cc1 | -6 | -1
O=C(CCCN1C(=O)c2cccnc2C1=O)Nc1ccccc1F | -33 | 7
O=C(NCC1CCN(C(=O)COc2ccccc2)CC1)c1ccc(F)c(F)c1 | -10 | -11
Clc1ccc(-c2cnc3ccccc3n2)cc1Cl | -12 | -1
Cn1nc(C(=O)NCc2ccc3c(c2)OCO3)c2c1CCN(C(=O)c1cccs1)C2 | 0 | 11
